HttQ103 aggreg: mutant huntingtin aggregation inhibition. PC12 HttQ103-GFP aggregates, Acumen cytometry, 40 h. Potency, µM (top dose mostly 46.1 µM), for inactives: top-dose activity change, negative = inhibition, hits mostly inhibitors. hit rate 1.1% among 220,000. AID 1688; note: % is set by controls: 0 for no effect and ±100 for the full control effect; nearly all actives have a fitted effect of over 60% in size
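PC12 cells stably carrying ecdysone-inducible HTT exon 1 Q103–GFP were induced with tebufenozide (100 nM final) and treated with library compounds in titration. GFP aggregates in lysates were counted by laser scanning cytometry.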
ALDH1A1 inh: blocks purified human ALDH1A1 activity. P00352. Purified ALDH1A1, NADH fluorescence, propionaldehyde substrate. Potency, µM (highest dose often 75.3 µM), for inactives: at the highest dose activity, negative = inhibition, actives largely listed as inhibitors. hit rate 7.3% among 220,000. AID 1030; active = well fitted inhibition curve with a large enough effect, not every such curve was filed as active; inconclusive = small, poorly fitted or top-dose-only effect, or another doubt; inactive = no such curve, though single readings can be large or run the other way;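 note: plate controls were no enzyme wells and a reference inhibitor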
Target sequence (P00352 whole entry, looked up): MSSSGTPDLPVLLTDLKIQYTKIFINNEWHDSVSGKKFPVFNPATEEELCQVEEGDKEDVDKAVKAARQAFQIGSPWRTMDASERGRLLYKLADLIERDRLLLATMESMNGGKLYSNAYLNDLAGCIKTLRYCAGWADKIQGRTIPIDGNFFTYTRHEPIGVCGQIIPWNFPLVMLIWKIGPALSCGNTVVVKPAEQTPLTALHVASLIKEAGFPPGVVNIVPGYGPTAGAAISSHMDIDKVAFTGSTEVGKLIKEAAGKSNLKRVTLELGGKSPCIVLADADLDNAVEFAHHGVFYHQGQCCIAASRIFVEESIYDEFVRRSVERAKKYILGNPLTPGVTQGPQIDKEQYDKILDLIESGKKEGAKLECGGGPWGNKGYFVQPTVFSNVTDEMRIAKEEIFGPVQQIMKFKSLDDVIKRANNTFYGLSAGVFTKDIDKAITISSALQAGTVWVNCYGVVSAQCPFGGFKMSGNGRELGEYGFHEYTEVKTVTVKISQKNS
Tau ThT inhib: tau fibrillization inhibition (ThT binding) | P10636 | recombinant tau K18 P301L, heparin-induced fibrillization, ThT fluorescence | Potency, µM (doses to about 57.4 µM), for the others: at the top dose activity, negative = inhibition, actives largely listed as inhibitors | hit rate 2.1% among 270,000 | AID 1460; note: % is set by controls: 0 for no effect and ±100 for the full control effect; nearly all actives have a fitted effect of over 55% in size
Target sequence (P10636 561-689 P618L limits assumed): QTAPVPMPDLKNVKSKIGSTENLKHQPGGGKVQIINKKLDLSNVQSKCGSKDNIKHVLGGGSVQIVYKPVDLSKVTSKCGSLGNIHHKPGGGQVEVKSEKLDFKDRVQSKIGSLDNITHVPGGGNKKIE
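Tau K18 P301L fragment (15 uM unlabeled plus 0.24 uM Alexa 594-labeled) in 100 mM sodium acetate pH 7 with compound, fibrillization induced by 20 uM heparin for 6 hr at 37 C. Thioflavin T (30 uM) added, fluorescence read after 1 hr (ex 450, em 510 nm).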
HTT ATP protect: Huntington cell model cytoprotection by ATP luminescence; Potency, µM (highest dose often 56.4 µM), for inactives: cytoprotection (ATP increase), actives largely listed as activators; AID 1471; hit rate 0.14% among 230,000; PC12 HTT-Q103 induced, cytoprotection, ATP luminescence, 40 h;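 note: % of control where 0% means no effect; nearly all actives have a fitted effect of over 45% in size; toxic huntingtin expression switched on by the ecdysone agonist tebufenozide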
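PC12 cells with ecdysone-inducible HTT exon 1 Q103-GFP, induced with 100 nM tebufenozide and co-treated with library compounds in a dose series (1536-well, 1500 cells/well). Cytoprotection read as ATP content by ATPlite luminescence.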
Tau fluor counter: counter-screen for tau fibril formation inhibitors. tau K18 P301L Alexa594 fluorescence, heparin fibrillization. Potency, µM (series often up to 57.7 µM), without a hit: top-dose activity change, negative = decrease. hit rate 0.93% among 280,000; note: % is set by controls: 0 for no effect and ±100 for the full control effect; nearly all actives have a fitted effect of over 55% in size
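Human tau K18 P301L (15 uM unlabeled, 0.24 uM Alexa 594-labeled) in 100 mM sodium acetate pH 7 with 20 uM heparin, 6 hr at 37 C. ThT 30 uM added, 1 hr ambient; Alexa 594 FP and total fluorescence read at 555/632 nm.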
SMN2 splice enh: enhancers of SMN2 splice variant expression; HEK293 SMN2-luciferase splicing reporter, luminescence, 30-36 h; Potency, µM (titrated, usually from 46.1 µM), without a hit: at the highest dose activity change, positive = activation, actives largely listed as activators; hit rate 2.8% among 210,000; AID 1458; note: % of control where 0% means no effect; nearly all actives have a fitted effect of over 55% in size
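HEK293 cells carry an SMN2 minigene-luciferase reporter in which exon 7 inclusion puts luciferase in frame. Cells were seeded at 2000 cells/well, attached for 10-12 hours, then exposed to compounds for 30-36 hours at 37C before ONE-Glo luminescence.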
Tau FP inhib: tau fibrillization inhibition (FP); Potency, µM (top dose mostly 57.7 µM), for the others: at the highest dose activity, negative = inhibition, hits mostly inhibitors; P10636; K18 P301L tau heparin fibrillization, Alexa594 FP, 6 h; AID 1468; hit rate 0.39% among 280,000; note: % is set by controls: 0 for no effect and ±100 for the full control effect; nearly all actives have a fitted effect of over 55% in size
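Recombinant K18 P301L […], labeled with Alexa 594 at 0.24 uM over 15 uM unlabeled; heparin inducer 20 uM final; 37 C, 6 hr; FP endpoint.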
KDM4E inh: JMJD2E (human) inhibition; B2RXH2; JMJD2E catalytic domain, FDH-coupled NADH fluorescence (FDH is formaldehyde dehydrogenase); Potency, µM (titrated, usually from 57.1 µM), for inactives: at the top dose activity change, negative = inhibition, actives largely listed as inhibitors; hit rate 1.6% among 230,000; active = well fitted inhibition curve with a large enough effect, not every such curve was filed as active; inconclusive = small, poorly fitted or top-dose-only effect, or another doubt; inactive = no such curve, though single readings can be large or run the other way;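 note: 0% = wells with enzyme and -100% = buffer wells without enzyme; nearly all actives have a fitted effect of over 50% in size; many of its hits are not listed in these tables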
Target sequence (B2RXH2 1-337 limits assumed): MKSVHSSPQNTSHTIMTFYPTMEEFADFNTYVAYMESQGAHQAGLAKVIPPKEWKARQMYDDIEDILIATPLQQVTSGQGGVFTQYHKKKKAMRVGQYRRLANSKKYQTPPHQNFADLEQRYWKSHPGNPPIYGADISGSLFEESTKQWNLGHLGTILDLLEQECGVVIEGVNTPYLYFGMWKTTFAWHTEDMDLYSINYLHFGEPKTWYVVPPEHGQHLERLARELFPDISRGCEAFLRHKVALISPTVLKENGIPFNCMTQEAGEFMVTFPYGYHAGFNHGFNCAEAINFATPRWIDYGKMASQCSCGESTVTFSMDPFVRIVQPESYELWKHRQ
Starred values were filed as active, the others as inactive; ? = inconclusive; . = no result given; & = joins results of further samples; [ ] = remark or other dose. Unless noted, calls come from the whole dose curve; as a rule, active = well fitted curve in the direction sought with a large enough effect; inconclusive = small, poorly fitted or top-dose-only effect, or another doubt; inactive = no such curve, though single readings can be large; an effect the other way counts as inactive or inconclusive. Potency is the fitted concentration of half-maximal effect. Not all compounds are listed; count on the stated rates, not on these rows.

SMILES	HttQ103 aggreg	ALDH1A1 inh	Tau ThT inhib	HTT ATP protect	Tau fluor counter	SMN2 splice enh	Tau FP inhib	KDM4E inh
COC(=O)c1sccc1NC(=O)CC1C(=O)NCCN1C(=O)Nc1ccc(OCc2ccccc2)cc1 (stereo unspecified)	22%[9.22 µM]	.	-14%	38%[10 µM]	-14%	.	5%	0%
COc1ccc(CNC(=O)CCCN2C(=O)c3ccccc3C2=O)cc1	7%	?	3%	-1%	6%	5%	1%	2%
Cc1ccc(-c2csc(NC(=O)c3cccc([N+](=O)[O-])c3)n2)cc1	15%	-12%	-10%	-21%	-24%	-12%	-7%	4%
CCOc1cccc(-c2csc(C3COc4ccccc4O3)n2)c1 (stereo unspecified)	11%	9%	-13%	-17%[10 µM]	-9%	4µM*	-12%	0%
Cc1cccc(NC(=O)C2CCN(S(=O)(=O)c3cccc4nsnc34)CC2)c1	-6%	-4%	3%&-2%	?	-11%&-6%	-22%&-33%	2%&-6%	1%
COC(=O)c1ccc(OC)c(CSc2nnc(-c3ccc(C(C)(C)C)cc3)o2)c1	0%[9.22 µM]	-6%	-29%	16%	-21%	-40%[inhibitor]	-6%	-5%
O=C(Nc1ccn([C@H]2CC[C@@H](CO)O2)c(=O)n1)c1ccccc1	14%[9.22 µM]	.	-10%	15%[10 µM]	-12%	.	-5%	0%
O=C(Nc1ccc(Cl)c([N+](=O)[O-])c1)C(NCCCO)c1ccccc1 (stereo unspecified)	16%	0.71µM*	-5%	18%[10 µM]	-17%	.	-7%	4%
Cc1cccc(CSCCNC(=O)Nc2ccccc2)c1	18%	-3%	-7%	-14%[10 µM]	?	-22%	?	2%
COCCNC(=O)c1cc2c(=O)n3cccc(C)c3nc2n(Cc2ccncc2)c1=N	12%	?	5%	-11%	-1%	-8%	4%	?
COc1ccc(CN(Cc2cc3cccc(C)c3n3nnnc23)C(=O)N2CCOCC2)cc1	-8%[9.22 µM]	?	-2%	-20%[10 µM]	-4%	.	-10%	?
CC(=O)C1=C(O)C(=O)N(c2nccs2)C1c1ccc(F)cc1 (stereo unspecified)	-15%	-3%	-6%	.	-9%	-20%	-6%	?
c1cncc(-c2nnc3sc(C4CCCCC4)nn23)c1	-3%	-2%	-2%	-14%	3%	7%	10%	2%
COc1ccc(NC(=O)CCNS(=O)(=O)c2cccc3nonc23)c(OC)c1	.	.	-5%	.	-10%	?	4%	.
CC(C)CNS(=O)(=O)c1ccc(C(=O)Nc2ccc3c(c2)OCCO3)cc1	-2%	-4%	-14%	-17%	-12%	.	1%	-2%
COc1ccc(C(=O)Nc2cc(C(C)C)c(O)c(S(=O)(=O)c3ccc(OC)cc3)c2C)cc1	.	.	-2%	.	-23%	16µM*	-21%	.
Cn1cccc1CC(=O)N/N=C/C=C/c1ccco1	4%	3%	-10%	-40%[10 µM]	-11%	?	-2%	4%
CN(C)c1nc(-c2ccc([N+](=O)[O-])cc2)cs1	-18%	8%	13µM*	0%	?	-12%	10%	7%
COc1ccc(C(=O)N2CCN(C(=O)c3cc(OC)c(OC)c(OC)c3)CC2)cc1	17%	14µM*	14%	-1%	9%	10%	-2%	0%
Cc1cc(C)cc(N(CCC(=O)O)S(=O)(=O)c2ccc(Cl)cc2)c1	10%	9%	0%	30%[10 µM]	11%	3%	10%	6%
COc1ccc(/C=N/NC(=O)CCSc2nc3ccccc3s2)cc1	12%	-8%	-7%	-7%[10 µM]	?	1%	-12%	-2%
CCCc1ccc(OC(C)c2nc(-c3ccc(-n4cccc4)cc3)no2)cc1 (stereo unspecified)	.	.	?	.	-30%	-24%	1%	.
Cc1c(Cl)cccc1NC(=O)C1CCCN(c2nnc(-n3c(C)ccc3C)s2)C1 (stereo unspecified)	.	.	?	.	-25%	-27%	-19%	.
O=C(Nc1cccn(Cc2ccccc2Cl)c1=O)NC1CCCCC1	-7%[9.22 µM]	?	-10%	-15%[10 µM]	-10%	.	3%	?
O=C(COC(=O)CCSc1ccccc1)NCc1ccccc1	4%	4%	-7%	?	-11%	15%	1%	2%
CCOC(=O)c1c(-c2ccccc2)csc1NC(=O)c1cc(-c2ccc(Br)cc2)on1	.	.	?	.	-8%	17%	-11%	.
COc1ccccc1/C=N/NC(=O)c1ccc(-c2ccccc2)cc1	13%	3%	?	27%[10 µM]	-17%	-13%	-8%	?
Cc1ccc(S(=O)(=O)/N=C(\c2ccc(Cl)cc2)N2CCOCC2)cc1	-4%	-14%	6%	17%	-3%	-12%	-1%	-1%
Cc1ccc(NS(=O)(=O)c2cccc(C(=O)NN3CCOCC3)c2)cc1	11%	5%	-6%	-65%[inhibitor]	-6%	7%	-5%	-23%
Cn1c(CSCc2ccc(Cl)cc2Cl)n[nH]c1=S	13%	?	-4%	25%	-8%	-5%	-8%	1%

Given with values under each structure: entries from further up
Screens in order – HttQ103 aggreg, ALDH1A1 inh, Tau ThT inhib, HTT ATP protect, Tau fluor counter, SMN2 splice enh, Tau FP inhib, KDM4E inh
COc1ccc(C(=O)N2CCN(C(=O)c3cc(OC)c(OC)c(OC)c3)CC2)cc1
 : 17%, 14µM*, 14%, -1%, 9%, 10%, -2%, 0%
Cc1cc(C)cc(N(CCC(=O)O)S(=O)(=O)c2ccc(Cl)cc2)c1
 : 10%, 9%, 0%, 30%[10 µM], 11%, 3%, 10%, 6%
COc1ccc(/C=N/NC(=O)CCSc2nc3ccccc3s2)cc1
 : 12%, -8%, -7%, -7%[10 µM], ?, 1%, -12%, -2%
CCCc1ccc(OC(C)c2nc(-c3ccc(-n4cccc4)cc3)no2)cc1 (stereo unspecified)
 : ., ., ?, ., -30%, -24%, 1%, .
Cc1c(Cl)cccc1NC(=O)C1CCCN(c2nnc(-n3c(C)ccc3C)s2)C1 (stereo unspecified)
 : ., ., ?, ., -25%, -27%, -19%, .
O=C(Nc1cccn(Cc2ccccc2Cl)c1=O)NC1CCCCC1
 : -7%[9.22 µM], ?, -10%, -15%[10 µM], -10%, ., 3%, ?
O=C(COC(=O)CCSc1ccccc1)NCc1ccccc1
 : 4%, 4%, -7%, ?, -11%, 15%, 1%, 2%
CCOC(=O)c1c(-c2ccccc2)csc1NC(=O)c1cc(-c2ccc(Br)cc2)on1
 : ., ., ?, ., -8%, 17%, -11%, .
COc1ccccc1/C=N/NC(=O)c1ccc(-c2ccccc2)cc1
 : 13%, 3%, ?, 27%[10 µM], -17%, -13%, -8%, ?
Cc1ccc(S(=O)(=O)/N=C(\c2ccc(Cl)cc2)N2CCOCC2)cc1
 : -4%, -14%, 6%, 17%, -3%, -12%, -1%, -1%
Cc1ccc(NS(=O)(=O)c2cccc(C(=O)NN3CCOCC3)c2)cc1
 : 11%, 5%, -6%, -65%[inhibitor], -6%, 7%, -5%, -23%
Cn1c(CSCc2ccc(Cl)cc2Cl)n[nH]c1=S
 : 13%, ?, -4%, 25%, -8%, -5%, -8%, 1%

The results go on:
SMILES	HttQ103 aggreg	ALDH1A1 inh	Tau ThT inhib	HTT ATP protect	Tau fluor counter	SMN2 splice enh	Tau FP inhib	KDM4E inh
COC(=O)c1sc2ccccc2c1-n1cccc1C(=O)C(=O)Nc1ccc(F)cc1	17%	-18%	-4%	-12%	-21%	-24%	-4%	-16%
CC(=O)c1c(C)[nH]c(C(=O)Nc2ccc(S(=O)(=O)N(C)C)cc2)c1C	6%[9.22 µM]	.	-4%	22%[10 µM]	-11%	.	-3%	4%
Cc1ccc[n+](-c2nc3ccccc3nc2[N-]S(=O)(=O)c2ccccc2)c1	-13%[9.22 µM]	.	.	-9%[10 µM]	3%	.	-1%	-4%
CC(=O)c1cccc(NC(=O)N2CCCC(C(=O)c3cc(F)ccc3F)C2)c1 (stereo unspecified)	-6%[9.22 µM]	?	-9%	1%[10 µM]	-10%	.	-5%	0%
CCN1C/C(=N\S(=O)(=O)/N=C2\CN(CC)C(=O)N2CC)N(CC)C1=O	-9%[9.22 µM]	2%	2%	-3%[10 µM]	4%	.	4%	0%
Cc1c(N=C2SCC(=O)N2/N=C/c2ccccc2)c(=O)n(-c2ccccc2)n1C	-13%	11%	-1%	14%[10 µM]	3%	-8%	10%	11%
COC(=O)c1cc(OC)c(OC)cc1NC(=O)Nc1ccccc1OC	-17%	?	-9%	-8%	-7%	2%	?	?
COc1ccc(C2=NNC(=Nc3cc(S(=O)(=O)N(C)C)ccc3C)SC2)c(OC)c1	9%[9.22 µM]	.	?	26%[10 µM]	-16%	.	-17%	2%
Cc1ccccc1-c1cc(-n2ccnc2)ncn1	.	8%	?	3%	-14%	-3%	-3%	4%
CCCc1n(CC(O)COCc2ccccc2)c2ccccc2[n+]1C (stereo unspecified)	8%	4%	3%	-29%	6%	14%	5%	-3%
O=C(CSc1nc(-c2ccccc2)cc(C(F)(F)F)n1)NCc1ccco1	2%	4%	-8%	-2%	-13%	22%	1%	3%
CC1(C)N=C(SCC(=O)Nc2ccc(Cl)cc2Cl)C(c2ccccc2)=N1	2%	?	-20%	0%	-9%	-16%	0%	9%
Cc1cc(Nc2ccccc2)nc2cc(O)ccc12	-1%	-8%	-1%	.	-1%	-6%	6%	-5%
Cc1ccccc1NC(=O)CC1SC(=O)N(c2ccccc2)C1=O (stereo unspecified)	26%	16µM*	?	-13%	-14%	29%	-5%	-4%
c1ccc(-c2nnc(N3CCN(c4ccccc4)CC3)nc2-c2ccccc2)cc1	10%[9.22 µM]	.	-17%	12%[10 µM]	-11%	.	1%	12%
Cc1nnc(SCC(=O)N(C)C2CCCCC2)s1	3%[9.22 µM]	5%	-11%	21%[10 µM]	-10%	.	-4%	-4%
Cc1c(C(=O)Nc2cc(S(=O)(=O)N3CCOCC3)ccc2N2CCN(C)CC2)oc2ccccc12	-22%[9.22 µM]	.	-8%	-36%[10 µM]	-11%	.	7%	-10%
O=S1(=O)C[C@@H](O)[C@@H](Nc2ccc(Cl)cc2)C1	-1%	11µM*	-11%	-12%	-7%	30%	0%	-3%

Assay outcomes from PubChem.
